GalR3 antagonist = antagonists of human GalR3 | inhibition, % at 3 µM | HEK293 GalR3-CNG cAMP membrane potential fluorescence; galR3 body fused to GalR1 C-terminus | actives 0.44% (n = 360,000) | O60755 | AID 651719;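 active = inhibition above the screen-wide average plus 3 SD, cut at about 13% in these data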;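 note: forskolin and galanin both at EC90 stimulate the cells; cAMP rise reported by CNG channel membrane potential dye signal; 0% = forskolin plus galanin with DMSO and 100% = forskolin alone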
Target sequence (O60755 1-299 limits assumed): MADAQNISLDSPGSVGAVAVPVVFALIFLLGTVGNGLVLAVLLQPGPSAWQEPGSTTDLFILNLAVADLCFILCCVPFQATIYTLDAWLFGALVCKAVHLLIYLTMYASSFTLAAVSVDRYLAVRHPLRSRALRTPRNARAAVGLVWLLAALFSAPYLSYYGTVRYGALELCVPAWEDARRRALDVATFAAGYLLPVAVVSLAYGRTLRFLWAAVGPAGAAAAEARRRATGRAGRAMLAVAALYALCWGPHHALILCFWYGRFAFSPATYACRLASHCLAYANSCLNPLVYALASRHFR
PHOSPHO1 block = blocks human PHOSPHO1 phosphatase activity. recombinant PHOSPHO1, absorbance phosphatase assay. inhibition, % at 13.3 µM. AID 1565. actives 1.1% (n = 290,000); in the data active = inhibition above about 60%
VIM-2 inh = inhibitors of Pseudomonas aeruginosa VIM-2 metallo-beta-lactamase | actives 0.89% (n = 290,000) | purified VIM-2, nitrocefin hydrolysis, epi-absorbance fluorescence | inhibition, % at 5.6 µM;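 active = inhibition above the mean of all tested compounds plus 3 SD, cutoff set per screening run, cut at about 7.5% in these data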;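 note: red hydrolysis product quenches plate fluorescence so inhibitors raise well fluorescence; 0% = enzyme with DMSO and 100% = DMSO without enzyme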
DNA FID counter = displaces DNA intercalator in HCV helicase counter-screen. AID 1845. DNA fluorescent intercalator displacement, fluorescence. actives 0.17% (n = 290,000). inhibition, % at 7.9 µM; in the data active = inhibition above about 37%;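 note: 0% = vehicle and 100% = reference compound; higher means more ethidium bromide displaced from hairpin DNA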
GPR7 antag = human neuropeptides B/W receptor 1 antagonism | GPR7-expressing cells, fluorescence antagonist assay | P48145 | AID 1861 | inhibition, % at 4.4 µM | actives 1.1% (n = 290,000); in the data active = inhibition above about 16%, passing the limit was not always enough;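 note: cells stimulated with the agonist NPW; 0% = agonist with vehicle and 100% = vehicle without agonist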
OXTR agonist = activates the human oxytocin receptor. CHO-OTR cells, Fluo-8 calcium fluorescence; normalized: DMSO 0%, oxytocin 100%. P30559. AID 2435. activation, % at 3 µM. actives 0.32% (n = 320,000);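 active = activation above the mean of all tested compounds plus 3 SD, cutoff set per screening run, cut at about 20% in these data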;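 note: peak over basal fluorescence ratio from a 100 s FLIPR kinetic read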
Target sequence (P30559 whole entry, looked up): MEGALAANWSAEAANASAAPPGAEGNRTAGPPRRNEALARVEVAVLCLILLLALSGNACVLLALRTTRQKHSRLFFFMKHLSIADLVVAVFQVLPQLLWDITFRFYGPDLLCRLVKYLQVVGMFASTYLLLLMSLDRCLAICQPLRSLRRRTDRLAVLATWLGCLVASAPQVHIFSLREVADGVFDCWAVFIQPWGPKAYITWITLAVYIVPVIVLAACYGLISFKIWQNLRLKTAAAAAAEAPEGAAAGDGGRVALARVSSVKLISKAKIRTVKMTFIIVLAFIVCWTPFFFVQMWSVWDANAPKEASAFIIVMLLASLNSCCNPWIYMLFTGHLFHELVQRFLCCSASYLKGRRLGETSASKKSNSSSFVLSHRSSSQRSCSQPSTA
NS3 helicase inh = blocks Hepatitis C virus NS3 helicase unwinding; NS3 helicase DNA unwinding, Cy5 molecular beacon fluorescence; inhibition, % at 10.9 µM; actives 0.56% (n = 290,000);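 active = inhibition above the mean of all tested compounds plus 3 SD, set per campaign, cut at about 35% in these data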;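 note: 0% = DMSO wells and 100% = thioflavine S control wells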
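System: HCV NS3 helicase fragment; control set: DMSO and thioflavine S; technique: Cy5 fluorescence at 0 and 60 min, beacon hairpin quenching; reagent: beacon DNA duplex substrate plus ATP; replicates: singlicate; schedule: 1 h reaction at 25 °C, ATP-initiated; medium: MOPS buffer pH 6.5 with MgCl2, DTT, Tween20, BSA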
V1aR counter = activates human V1a receptor in oxytocin agonist counter-screen | actives 0.25% (n = 320,000) | P37288 | AID 2797 | CHO-V1R cells, Fluo-8 calcium fluorescence, agonist mode; 0% DMSO, 100% 3 nM vasopressin | activation, % at 3 µM;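 active = activation above the mean activation of all tested compounds plus 3 SD, per screening run, cut at about 20% in these data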;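 note: signal is peak over basal fluorescence ratio across a 100 second FLIPR read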
Target sequence (P37288 whole entry, looked up): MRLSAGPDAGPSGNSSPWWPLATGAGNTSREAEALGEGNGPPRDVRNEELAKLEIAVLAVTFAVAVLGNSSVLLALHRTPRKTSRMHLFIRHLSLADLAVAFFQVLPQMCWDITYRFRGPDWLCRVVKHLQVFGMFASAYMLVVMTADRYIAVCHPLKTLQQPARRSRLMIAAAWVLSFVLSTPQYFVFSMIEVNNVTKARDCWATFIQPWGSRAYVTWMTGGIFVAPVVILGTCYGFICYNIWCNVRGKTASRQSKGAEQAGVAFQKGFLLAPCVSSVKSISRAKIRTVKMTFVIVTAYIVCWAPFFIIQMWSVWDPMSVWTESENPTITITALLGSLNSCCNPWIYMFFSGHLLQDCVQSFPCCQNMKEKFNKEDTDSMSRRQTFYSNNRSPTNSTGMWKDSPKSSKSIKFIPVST
IMP-1 inh = blocks Pseudomonas aeruginosa IMP-1 metallo-beta-lactamase | actives 0.45% (n = 290,000) | purified IMP-1, nitrocefin hydrolysis, epi-absorbance fluorescence | inhibition, % at 5.6 µM;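 active = inhibition above the mean plus 3 SD of all compounds in the same screening run, cut at about 4.5% in these data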;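 note: 0% = IMP-1 with DMSO and 100% = DMSO wells lacking enzyme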
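assay system = purified recombinant IMP-1 metallo-beta-lactamase enzyme | schedule = 15 min preincubation plus 25 min reaction at 25 °C | signal = Epi-absorbance fluorescence, 480 nm excitation, 530 nm emission | read-out basis = percent inhibition from optical density relative to buffer-blank wells | controls = IMP-1 with DMSO as 0%, enzyme-free DMSO as 100%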
Numbers without * were called inactive; nt = no result given. An unsorted share of the library. About 4.3% of those tested had a hit in this group.

Results follow in this order: GalR3 antagonist, PHOSPHO1 block, VIM-2 inh, DNA FID counter, GPR7 antag, OXTR agonist, NS3 helicase inh, V1aR counter, IMP-1 inh
O=C(Cn1nnc(-c2cccs2)n1)Nc1ccccc1C(F)(F)F
  -2, 20, -0.6, 0, -8, 0.4, -8, 1.1, -1.0
CC(CCn1cccn1)NC(=O)CCc1nnc(C2CCCCC2)o1 (stereo unspecified)
  -6, 16, -0.9, -10, -2, 0.6, -4, -0.5, -1.4
COc1cc(/C=N/Nc2ccccc2C(F)(F)F)ccc1O
  -2, 41, -2.0, -1, -17, -0.3, -2, 0.9, -1.4
C=CCNC(=O)c1onc(CSc2ccc(F)c(F)c2)c1C(=O)O
  -3, 16, 0.2, -24, -2, -0.3, 20, 0.4, -0.4
CCOC(=O)c1ccc(NS(=O)(=O)c2c(C)n(C)c(=O)n(C)c2=O)cc1
  nt, -5, 0.8, -3, -9, -1.3, -7, -0.1, -0.8
COc1cc2c(cc1NC(=O)CC1SC(N3CCCC3)=NC1=O)oc1ccccc12 (stereo unspecified)
  -7, 12, -0.6, -29, 17, 8.1, -21, 8.3, 0.2
Cc1ccc(N2C(=O)CC3(CC4C=CC3C4)C2=O)cc1 (stereo unspecified)
  -4, -32, -1.8, -5, -12, -0.9, -3, 1.2, -2.4
CCCCOc1ccccc1C1C(C(=O)OC)=C(C)N(C)C(C)=C1C(=O)OC
  -2, -23, -7.5, -17, -1, 5.5, 6, 4.0, -4.8
NNC(=O)CCC(=O)Nc1ccccc1
  -7, 16, -3.4, -6, -17, -1.8, 9, 0.2, -2.9
Cn1cc(C(=O)NC2CCCCC2)c(=O)c2cc(S(=O)(=O)N3CCOCC3)ccc21
  1, 49, -1.6, -8, 0, 1.0, 3, 0.5, -1.0
O=[N+]([O-])c1ccc(O)c(-c2nc(-c3ccccc3)c(-c3cccs3)[nH]2)c1
  -2, 22, -4.5, 20, -9, 3.2, 7, 1.8, -4.6
CSCC[C@H](NC(=O)COc1ccc(Cl)cc1)C(=O)N1CCC2(CC1)NCCc1[nH]cnc12
  3, 22, -2.9, 18, -3, 0.3, -7, 0.8, -1.2
CCC(=O)Nc1cc(OC)c(NC(=O)c2ccccc2)cc1OC
  2, -15, 0.6, 1, -7, -0.1, 2, 0.4, -2.2
COC(=O)c1ccc(CSc2nc3sc(C)c(C)c3c(=O)[nH]2)cc1
  -5, 20, -0.4, -3, -8, 0.3, -12, 1.0, -2.1
COc1ccc(N2Cc3ccccc3C2)cc1Cl
  nt, 2, -4.9, -2, -4, -1.6, -3, -1.2, -2.1
CCCN1Cc2cccc(C(=O)NCCc3ccccc3)c2C1=O
  -12, 28, -3.7, -35, -9, -2.6, 4, -0.8, -4.2
CCCOc1ccc(/C=c2\sc3ncnn3c2=O)cc1
  -4, 30, -0.6, -5, 0, 0.9, 11, -0.1, -1.5
CC(C)CC[n+]1ccn(-c2nc3ccccc3nc2[N-]S(=O)(=O)c2ccc(Cl)cc2)c1
  -4, 46, -0.1, -29, -14, -1.7, 0, 0.6, -0.2
CN1CCN(c2ccc(NC(=O)c3ccc([N+](=O)[O-])o3)cc2Cl)CC1
  -9, 41, 4.9, 17, -4, 2.2, -12, -0.5, -2.2
CCC1CCCCN1c1nc2c(C=O)c(C)nn2c2ccccc12 (stereo unspecified)
  -8, -2, -1.4, -2, -11, -2.2, 1, -0.9, -2.5
O=C(Nc1sc2c(c1-c1nc3ccccc3[nH]1)CCCC2)C1CCCC1
  -6, 40, -3.0, -3, -9, -0.6, 3, -0.7, -3.7
Nc1[nH]n(-c2ccccc2)c(=O)c1N=Nc1ccc2ncsc2c1
  1, 24, -1.9, -5, -10, -1.2, -18, -0.7, -2.8
CCOC(=O)COC(=O)c1ccc(Oc2cc(C)nc(SC)n2)cc1
  -1, 18, -0.6, -29, -4, 1.7, -5, 3.5, -0.2
COc1ccc(N(C=O)C(=S)SC)cc1
  -1, 24, -0.1, -4, -6, 0.0, -7, -1.3, -2.2
OC1(c2ccc(Cl)cc2)CCN(Cc2cn[nH]c2-c2ccc(F)cc2)CC1
  -5, -8, -1.5, 10, 1, 7.1, -18, 8.2, -1.4
O=C(COC(=O)c1ccncc1)NC(=O)C1CCCCC1
  -5, 15, -0.8, -5, -2, 0.4, -4, 0.6, -1.9
O=C(NO)c1ccc(C(=O)N(C2CCCCC2)C2CCCCC2)cc1
  -2, -36, -5.0, -34, -5, -1.7, 2, -0.6, -2.3
Cc1onc(-c2c(Cl)cccc2Cl)c1NC(=O)N(C)N
  -1, 27, -1.4, -5, 4, -0.2, 2, 0.6, -3.3
Cc1ccc(NC(=O)n2ncc3c(C)cccc32)c(C)c1
  -3, 30, -1.5, -4, 9, 0.6, -1, 0.7, -1.5
CCOc1ccc(-n2c(=S)sc3c(=O)n(-c4ccccc4)c(SC)nc32)cc1
  -6, 30, 0.8, -14, -1, -0.4, -11, 0.4, -1.1
Cc1cc(C)n2ncc(C(=O)Nc3ccc(Cl)c(Cl)c3)c2n1
  -2, 48, -1.2, -4, -5, 0.1, 4, -0.5, -1.8
Cc1ccc(S(=O)(=O)NCc2cn3c(C)csc3n2)cc1
  1, 0, -2.8, -5, -4, 0.7, 6, 0.0, -4.5
COc1ccc(OC)c(/C=N/NC(=O)CC(=O)NCc2ccccc2)c1
  -2, 32, -6.5, 0, 2, -1.6, 9, 1.0, -2.8
COc1cccc(-c2cc(N)nn2C(=O)Nc2ccc(Cl)cc2)c1
  nt, 10, -3.1, -4, -10, 1.5, -9, 2.1, -4.4
CCOC(=O)C1(CC2CCCCO2)CCN(Cc2cc(F)ccc2-n2cccn2)CC1 (stereo unspecified)
  -7, -17, -3.2, 0, 11, -1.6, 1, -0.3, -2.0
O=c1oc2ccc3ccccc3c2c2c1SC(C(F)(F)F)C2 (stereo unspecified)
  nt, -4, -0.3, 1, -9, -2.4, 0, 0.5, -1.4
CCCn1c(SCC(=O)N2CCN(C(C)=O)CC2)nc2sc3c(c2c1=O)CCC3
  4, nt, 4.0, -34, -14, -0.5, 6, -0.4, -2.0
Cc1ccccc1NC(=O)CSc1nc2scc(C)c2c(=O)[nH]1
  -9, 31, 3.2, -5, -12, 7.5, -4, 7.4, -0.6
CN(C(=O)C1CCC(=O)N(C2CC2)C1)C1CCCCC1 (stereo unspecified)
  -1, 53, -1.7, -8, 1, 0.0, 4, 0.1, 1.2
CCOc1ccc(OCc2ccc(C(=O)Nc3cccnc3)o2)cc1
  -4, 15, -0.9, -9, 17, 6.2, -9, 3.9, 0.6
O=C(c1ccc2c(=O)n(C3CCCC3)c(=S)[nH]c2c1)N1CCCCCC1
  3, 2, -3.9, -10, -20, 2.2, -1, 2.7, -0.8
COc1ccc(/C=C/c2nc(S(=O)(=O)c3ccccc3)c(NCCCN(C)C)o2)cc1OC
  -8, 18, 8.8*, 25, -10, -0.9, -15, 0.8, -3.9
O=C(Nc1cccs1)Nc1ccccc1Cl
  -6, 45, -0.8, -1, -11, -1.6, 3, 3.5, -2.0
O=C(Nc1nc(-c2ccc(F)c(F)c2)cs1)c1cnccn1
  -6, 10, -3.1, -2, -10, 0.3, -2, 0.5, -3.3
CCn1nc(C)cc1C(=O)N1CCCC(N2CCN(c3cccc(Cl)c3)CC2)C1 (stereo unspecified)
  -4, 42, -0.8, -46, -9, -0.1, -12, 1.6, 2.2
CN1CCN(C2=C(Cl)C(=O)N(Cc3ccccc3)C2=O)CC1
  -7, 25, 1.8, 5, 1, 2.8, 2, 2.6, -0.5
COc1ccccc1OCCNC(=O)c1ccc(Br)cc1
  -3, 20, -2.7, -18, 13, -1.7, -13, -1.5, -2.3
CC(=O)NC(=S)NNC(=O)COc1ccc(Br)cc1
  -9, 61*, -3.6, -1, -15, nt, 16, nt, -4.3
O=C(NCCN1CCOCC1)c1ccc(CS(=O)(=O)Cc2ccccc2F)o1
  -2, 38, -3.7, -1, 1, -0.5, 2, 0.1, -2.2
CN(C)c1nc(C(N)=O)nc(N2CCOCC2)n1
  -5, 2, -2.2, -1, 3, 1.0, 3, 0.9, -1.8

Additional results:
Results follow in this order: GalR3 antagonist, PHOSPHO1 block, VIM-2 inh, DNA FID counter, GPR7 antag, OXTR agonist, NS3 helicase inh, V1aR counter, IMP-1 inh
CC1CCCCN1C(=O)Cn1c(=O)oc2cc(S(=O)(=O)N3CCCC3)ccc21 (stereo unspecified)
  3, -47, -1.3, -25, -7, 0.4, 27, 0.1, -5.1
CN1CCN(c2ccccc2NC(=O)C(Cc2ccccc2)n2cccc2)CC1 (stereo unspecified)
  nt, -5, -3.9, 8, -2, 8.0, -8, 11, -5.6
COc1ccc(N(CC(=O)Nc2ccc(S(=O)(=O)N3CCOCC3)cc2)S(=O)(=O)c2ccc(F)cc2)cc1
  -3, 31, -0.3, -14, -9, 1.2, -6, 0.3, -1.9
CC(=O)C1=C(O)CC(c2ccccc2)CC1=NCCc1c(C)[nH]c2ccc(C)cc12 (stereo unspecified)
  nt, -6, -1.9, -6, -4, -0.9, 2, 0.0, 0.1
CCCN(CC(=O)Nc1cc(Cl)ccc1Cl)C(=O)/C=C/c1ccco1
  -1, -6, -3.8, -13, -2, -2.0, 14, -1.7, -2.6
Cc1ccc(NC(C#N)c2ccccc2OCc2ccccc2)cc1 (stereo unspecified)
  -8, 4, -0.1, 2, 18, -2.7, 2, 0.0, -0.2
CN(CCO)c1ccc(-c2n[nH]c(=O)c3ccccc23)cc1[N+](=O)[O-]
  -9, 30, 16*, -11, -10, nt, 7, nt, -3.9
CC(NC(=O)CSCc1ccccc1Br)c1ccccc1 (stereo unspecified)
  -12, -5, -2.9, -28, -4, -1.4, -3, -1.8, -2.5
O=C(OC1CCCCC1=O)c1cc(=O)c2ccccc2o1 (stereo unspecified)
  -4, 10, -2.8, -2, -7, 0.7, 4, -0.5, -0.7
COc1ccc(C=C(c2nc3ccccc3s2)c2nc3ccccc3s2)cc1O
  -6, -13, -0.5, -21, 2, 0.9, -11, 1.4, -1.7
C/C(=N/NC(=O)c1ccc(C)s1)c1ccncc1
  -3, -48, -2.8, -23, -15, nt, -6, nt, -1.2
COc1ccccc1-c1noc2ncnc(Nc3ccc4c(c3)OCO4)c12
  -8, -30, 0.0, -13, -4, -2.8, 4, -1.1, 2.6
COc1ccc(C(=O)Nc2ccc(NC(=O)C(C)C)nc2)cc1
  -4, 15, 1.4, 3, 20, 0.8, 14, 1.1, -1.0
COCC1CCCN(Cc2cn[nH]c2-c2cc3ccccc3o2)C1 (stereo unspecified)
  -6, 52, -1.3, 6, -4, 1.3, 2, 0.4, -2.4
Nc1nc(-c2ccc(Oc3ccccc3)cc2)c(CC(=O)O)s1
  -10, -12, -1.0, -17, -5, nt, 27, nt, -1.3

Among those listed so far, these have a COOH group:
Results follow in this order: GalR3 antagonist, PHOSPHO1 block, VIM-2 inh, DNA FID counter, GPR7 antag, OXTR agonist, NS3 helicase inh, V1aR counter, IMP-1 inh
C=CCNC(=O)c1onc(CSc2ccc(F)c(F)c2)c1C(=O)O
  -3, 16, 0.2, -24, -2, -0.3, 20, 0.4, -0.4
Nc1nc(-c2ccc(Oc3ccccc3)cc2)c(CC(=O)O)s1
  -10, -12, -1.0, -17, -5, nt, 27, nt, -1.3
